SENP6 block – inhibitors of human SENP6 protease; AID 2599; 330,000 compounds, 1.8% hits; Q9GZR1; inhibition, % at 10 µM; Recombinant SENP6 catalytic domain, aminoluciferin luminescence;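 active = inhibition above about 50% at the single tested dose, limit read from the data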;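 note: plate controls were DMSO wells with enzyme for no effect and DMSO wells lacking enzyme for full effect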
PfG6PD inh – PfG6PD (Plasmodium falciparum) enzyme inhibition | PfGluPho enzyme, NADPH resazurin-diaphorase fluorescence | inhibition, % at 20 µM | 350,000 compounds, 0.78% hits | AID 504690;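 active = inhibition reaching at least a set limit at 20 µM in the primary screen, cut at about 59% in these data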;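 note: 0% = DMSO wells with substrate and 100% = DMSO wells lacking glucose-6-phosphate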
ATG4B inhibitor – inhibitors of human ATG4B cysteine protease. ATG4B cleavage of LC3-PLA2, NBD-HPC fluorescence, 1 h. Q9Y4P1. 340,000 compounds, 0.51% hits. inhibition, % at 8.33 µM. AID 504462; in the data active = inhibition above about 40%
Target sequence (Q9Y4P1 whole entry, looked up): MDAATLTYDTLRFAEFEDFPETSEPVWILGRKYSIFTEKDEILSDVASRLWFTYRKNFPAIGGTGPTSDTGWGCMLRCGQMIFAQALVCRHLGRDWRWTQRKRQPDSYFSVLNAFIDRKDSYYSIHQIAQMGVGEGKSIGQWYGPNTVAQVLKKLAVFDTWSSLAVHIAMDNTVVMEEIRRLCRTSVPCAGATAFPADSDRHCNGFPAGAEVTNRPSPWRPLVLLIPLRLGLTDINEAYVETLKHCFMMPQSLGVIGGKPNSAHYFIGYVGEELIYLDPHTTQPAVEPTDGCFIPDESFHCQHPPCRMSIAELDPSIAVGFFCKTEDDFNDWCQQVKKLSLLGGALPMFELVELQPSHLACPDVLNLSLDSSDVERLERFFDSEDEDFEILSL
SENP1 FRET inh – blocks the human SENP1 SUMO protease catalytic domain. Q9P0U3. recombinant SENP1 catalytic domain, CyPet-SUMO1-YPet FRET cleavage. inhibition, % at 10 µM. 360,000 compounds, 0.21% hits. AID 624204;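 active = inhibition at least 30% at 10 µM, raw YFP signal under a set limit, fluorescence ratio 0.5 to 1.5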;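 note: 0% = enzyme with DMSO and 100% = no enzyme wells; some results filed as inactive read as strong as hits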
Target sequence (Q9P0U3 419-644 limits assumed): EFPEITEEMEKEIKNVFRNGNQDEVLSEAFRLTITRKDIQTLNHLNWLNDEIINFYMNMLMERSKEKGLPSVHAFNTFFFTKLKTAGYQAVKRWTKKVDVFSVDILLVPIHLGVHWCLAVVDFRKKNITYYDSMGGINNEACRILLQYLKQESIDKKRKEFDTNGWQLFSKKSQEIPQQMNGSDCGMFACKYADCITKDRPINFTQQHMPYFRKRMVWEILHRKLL
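Material – human SENP1 catalytic domain · Input – SENP1 enzyme, 20 pM final · Compound dosing – single concentration of 10 µM compound, 0.5% DMSO final · Timing – enzyme reaction for 50 min at room temperature, dark · Measured by – FRET fluorescence in CFP and YFP emission channels · Control set – no-enzyme wells low, DMSO-plus-enzyme wells high control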
hIAP activ – increases human intestinal alkaline phosphatase activity; P09923; purified human IAP, CDP-Star luminescence, 30 min; active compounds read high; 1 = vehicle-only enzyme, 0 = enzyme-free background; activation factor at 10 µM; 330,000 compounds, 0.16% hits; AID 2524;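 active = activation factor of the enzyme at least 2-fold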; note: the source names both 10 and 20 µM as test concentration; values of inactives mirror those of a sister screen read the other way
SENP8 inh – SENP8 (human) protease inhibition; recombinant SENP8, Nedd8 substrate fluorescence; inhibition, % at 20 µM; 360,000 compounds, 0.64% hits; AID 602440; in the data active = inhibition mostly above about 40%, no sharp cut-off; inactive = mostly below about 27%
Target sequence (Q96LD8 whole entry, looked up): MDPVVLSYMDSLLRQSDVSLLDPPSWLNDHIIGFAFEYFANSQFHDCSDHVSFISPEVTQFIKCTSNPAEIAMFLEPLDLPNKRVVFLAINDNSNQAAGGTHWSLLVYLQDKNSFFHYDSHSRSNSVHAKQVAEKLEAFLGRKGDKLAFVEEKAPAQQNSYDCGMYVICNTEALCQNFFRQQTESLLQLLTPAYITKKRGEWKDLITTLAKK
NR3A LBD binder – modulators (binders) of human NR3A ligand-binding domain; Tm shift relative to glycine control, % at 25 µM; NR3A LBD differential scanning fluorimetry, Tm shift; 0% = protein alone, 100% = glycine-bound protein; 340,000 compounds, 2.5% hits;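 active = melting temperature shift of at least 10% of the positive control shift, at one fixed dose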
MPTP inh – permeability transition pore inhibition; isolated mouse mitochondria, Ca2+ swelling absorbance, 30 min; inhibition, % at 10 µM; 360,000 compounds, 1.4% hits;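 active = inhibition of 50% or more, scaled per plate between neutral and stimulator controls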;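 note: 0% = DMSO wells given calcium and 100% = 1 mM EGTA wells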
Numbers without * were called inactive; . = not tested or not shown.

SMILES	SENP6 block	PfG6PD inh	ATG4B inhibitor	SENP1 FRET inh	hIAP activ	SENP8 inh	NR3A LBD binder	MPTP inh
O=C(COc1ccc2ccc(=O)oc2c1)N1CCN(c2ccc(F)cc2)CC1	26	20	-1	1	1.1	-30	-1	-0.2
COc1ccc([N+](=O)[O-])cc1NC(=O)CS(=O)(=O)c1ccc(C)cc1	-16	-8	-1	4	1	9	0	0.0
COc1ccc(C2=Nn3c(nnc3-c3ccccc3OC)SC2)cc1OCC1CC1	-20	3	-17	1	0.96	14	0	-0.1
Cc1cc(C)n(CC(C)C(=O)O)n1 (configuration not stated)	7	1	-6	1	1	10	0	-0.6
COC(=O)CSc1nc2[nH]ncc2c(=O)[nH]1	-9	-3	3	-1	1.2	14	0	0.3
Cc1ccc(NC(=O)CCNC(=O)c2ccco2)cc1F	12	1	0	1	0.95	11	-4	-3.9
COc1ccc(OC)c(NC(=O)CN(c2ccc(OC)c(Cl)c2)S(C)(=O)=O)c1	19	-11	-7	-1	0.98	-2	-7	0.6
O=C1NC(=Nc2ccccc2)c2ccc([N+](=O)[O-])cc21	9	-1	28	2	0.85	26	0	0.0
CC(C)NC(=O)c1onc(CSc2ccccc2F)c1C(=O)O	-10	1	-4	0	1	15	1	1.7
CC1CC(=O)c2cnc(N3CCOCC3)nc2C1 (configuration not stated)	3	4	-8	1	0.88	15	1	-0.5
CCOC(=O)C1CCCN(c2cc(=O)n(Cc3ccc(F)cc3)c(=O)[nH]2)C1 (configuration not stated)	-6	-3	-20	0	0.87	8	-1	0.2
CCC1CCC/C1=N\NC(=O)c1ccc(Cl)cc1 (configuration not stated)	-38	4	-8	0	1.1	24	0	1.6
O=C(COC(=O)c1ncc(Cl)c(Cl)c1Cl)NCc1ccccc1	-2	-2	6	0	1.1	15	0	1.4
C=CCC1(CC=C)CCCN1C(=O)c1cc(COc2ccccc2SC)on1	4	18	15	-2	1.1	8	9	-0.4
CCC1CCCCN1C(=O)CSc1nnc(-c2cccc(Cl)c2)o1 (configuration not stated)	-18	7	1	0	0.98	-2	-3	-1.8
O=C(O)c1ccc(S(=O)(=O)NC2CCCCC2)cc1	-2	-11	-9	0	1.1	2	-2	-1.8
CCN(CC)c1cc(C)c2cc(NC(=O)c3ccccc3OC)ccc2n1	1	8	-6	-8	1.2	-329	0	-0.3
CC(=O)NC(CCS(C)(=O)=O)C(=O)Nc1ccccc1C (configuration not stated)	-9	6	-5	2	0.97	17	-1	0.7
CC(C)=CCC12Oc3cc(O)ccc3C1(O)Oc1cc3c(c(O)c1C2=O)C=CC(C)(C)O3 (configuration not stated)	-2	23	-6	.	1	.	12*	.
CN1C/C(=C/c2cccnc2)C(=O)/C(=C/c2cccnc2)C1	.	9	-8	-5	.	29	20*	-3.6
O=C(CCOc1ccccc1)Nc1ccnn1C1CCN(Cc2ccccc2)CC1	6	6	0	1	1.1	4	-1	2.4
Cc1nn(-c2ccccc2)c(N)c1N=Nc1ccc2ccccc2c1	-12	21	78*	0	0.94	9	7	5.2
COC(=O)C1CN(C(=O)COc2ccccc2C)c2ccccc2O1 (configuration not stated)	-18	-14	-4	0	0.98	16	-1	-0.9
O=C(N/C(=C\c1cccnc1)C(=O)N1CCC(O)CC1)c1ccccc1	22	-4	-4	5	0.75	2	-3	-0.7
COCCC(=O)N1CCC(n2nccc2NC(=O)CCc2ccccc2)CC1	-10	-2	3	-1	0.97	7	0	-0.4
COc1cc(/C=C/C2=NNC(=O)CC2)cc(OC)c1OC	3	2	3	1	0.89	-218	-1	-1.4
Cc1ccc2nc(NC(=O)c3ccc(Cl)s3)sc2c1	-12	10	-9	2	0.99	-414	20*	1.2
O=C(c1ccoc1)N1CCCC(N2CCN(c3cccc(C(F)(F)F)c3)CC2)C1 (configuration not stated)	10	2	0	0	1.2	2	0	0.2
O=c1[nH]c(-c2ccccc2)ncc1OCc1ccccc1	.	40	-12	0	.	5	5	0.2
O=C1C(Cl)=C(N2CCOCC2)C(=O)N1c1cccc(C(F)(F)F)c1	8	-13	12	2	1	20	-2	0.8
Cc1ccc(S(=O)(=O)N(C)CCCC(=O)NC(C)(C)CO)cc1	5	-2	-7	0	1.1	6	1	1.2
Cc1ccc(NC(=O)CN2CCN(Cc3ccccc3)CC2)cc1Cl	-8	-20	16	-4	0.92	18	-2	1.3
O=C(CCN1CCN(c2ccccc2F)CC1)Nc1ccc2c(c1)OCO2	-14	-5	-4	0	1	11	-9	0.4
COc1cc(NC(=O)c2ccccc2C)c(OC)cc1NC(=O)CN1CCOCC1	-5	14	-12	-16	1.1	7	0	-0.5
CCc1cccc(CC)c1NC(=S)Nc1cccc(Cl)c1Cl	-14	-8	13	-1	0.77	-40	0	24
C=CCOc1ccc(CNc2nn[nH]n2)cc1OC	5	1	6	1	1.1	14	-2	-1.8
COc1ccc(C(=O)NCc2cccnc2)cc1Br	-15	-3	-9	-1	1	10	1	-2.4
Cc1ccc(Nc2c(-c3ccc(N4CCOCC4)cc3)nc3ncccn23)c(C)c1	10	23	0	-41	0.88	-65	1	-1.4
CS(=O)(=O)N1CCN(c2ccc(Cl)cc2[N+](=O)[O-])CC1	7	5	-4	2	0.93	12	-3	-0.6
COc1ccc(Cn2c(O)c(C=Nc3ccc(C)cc3)c3ccccc3c2=O)cc1	19	7	6	-127	0.93	24	-5	6.0
O=C(Nc1cccc(F)c1)/C(=C\c1ccco1)NC(=O)c1cccs1	-19	16	-5	-8	1	-1	0	1.0
O=C(CCNS(=O)(=O)c1cccc2nsnc12)NCc1ccccc1Cl	-15	14	-8	0	1	7	-1	3.5
O=C(NCCCn1ccnc1)c1cnn2c1NC(c1ccccc1)CC2C(F)(F)F (configuration not stated)	-16	5	-10	-1	1.1	15	1	2.4
O=C(Nc1nc2ccccc2[nH]1)C1CC1	-32	-2	-1	1	1.2	21	0	0.7
CN(Cc1ccco1)C(=O)CCc1nc2sc3c(c2c(=O)[nH]1)CCCC3	-1	0	-3	-18	1	-26	-3	-0.3
CCC(=O)Nc1nnc(S(=O)(=O)N(CC)c2ccc(OC)cc2)s1	1	-27	-4	2	1.1	13	7	3.3
CCCCn1c(N)c(N(CC)C(=O)c2cc(CC)c(C)s2)c(=O)[nH]c1=O	0	4	4	-6	0.94	-16	0	-1.6
O=C(NC(=S)Nc1ccc(Br)cc1)C1CCC1	-2	-1	6	0	1	16	1	-0.6
O=C(NCCC1=CCCCC1)c1ccc(-n2cncn2)c([N+](=O)[O-])c1	-8	-6	-6	0	0.92	25	-1	-0.3
C[C@@H]1CN([C@H](C)CO)C(=O)CCCn2nncc2CO[C@@H]1CN(C)C(=O)Nc1cccc2ccccc12	.	-23	.	0	.	-101	.	0.6
O=C(O)c1cc(-c2ccc3c(c2)OCO3)nc2ccc(Cl)cc12	-5	28	10	-2	0.77	-372	-2	0.9
Nc1nc2cc(S(=O)(=O)N3CCOCC3)ccc2o1	-7	69*	2	2	1.1	10	-1	-1.9
O=C(CNC(=O)C1CC1)Nc1ccc(F)c(F)c1F	7	5	-4	1	0.95	4	4	-0.9
CC1CCN(CCCCOc2ccc(Br)cc2)CC1	-1	-11	12	1	1	19	-4	0.2
Cc1cc(C)nc(NC(=O)c2cc(-c3ccc(C)s3)nc3ccccc23)c1	-12	8	9	-33	0.93	-403	-11	12
CCOC(=O)c1c(/N=C/C2=C(O)CC(C)(C)CC2=O)sc2c1CCCC2	0	7	-3	-33	1.1	-51	0	4.1
O=C(NNc1cc(Cl)ccc1Cl)c1cccs1	-9	16	10	0	1	20	-1	6.8
CCO[C@@H]1OC(C(=O)N2CCOCC2)=C[C@H](c2ccc(Br)cc2)[C@H]1CCCO	-17	-3	-7	1	1	24	-1	1.2
CN(C)S(=O)(=O)c1cc(NC(=O)CN2C(=O)NC3(CCCc4ccccc43)C2=O)ccc1Cl (configuration not stated)	-1	5	-4	0	0.93	15	-5	-1.3
O=C(CSc1nc2ccc(N3CCOCC3)cc2c(=O)n1CCc1ccccc1)NCC1CCCO1 (configuration not stated)	19	3	-7	-58	0.87	-446	-3	-7.3

Full records as entered above. Screens in order: SENP6 block | PfG6PD inh | ATG4B inhibitor | SENP1 FRET inh | hIAP activ | SENP8 inh | NR3A LBD binder | MPTP inh
Shown for O=C(NC(=S)Nc1ccc(Br)cc1)C1CCC1 → -2 | -1 | 6 | 0 | 1 | 16 | 1 | -0.6
Shown for CCCCn1c(N)c(N(CC)C(=O)c2cc(CC)c(C)s2)c(=O)[nH]c1=O → 0 | 4 | 4 | -6 | 0.94 | -16 | 0 | -1.6
Shown for CC1CCN(CCCCOc2ccc(Br)cc2)CC1 → -1 | -11 | 12 | 1 | 1 | 19 | -4 | 0.2
Shown for CCOC(=O)c1c(/N=C/C2=C(O)CC(C)(C)CC2=O)sc2c1CCCC2 → 0 | 7 | -3 | -33 | 1.1 | -51 | 0 | 4.1
Shown for O=C(CNC(=O)C1CC1)Nc1ccc(F)c(F)c1F → 7 | 5 | -4 | 1 | 0.95 | 4 | 4 | -0.9

The results go on:
SMILES	SENP6 block	PfG6PD inh	ATG4B inhibitor	SENP1 FRET inh	hIAP activ	SENP8 inh	NR3A LBD binder	MPTP inh
CC(C)N(Cc1ccccc1)C(=O)COC(=O)c1cnc(Cl)c(Cl)c1	14	10	-5	2	1	1	2	-1.2
Cc1sc(NC(=O)c2cccc(N3C(=O)CCC3=O)c2)nc1-c1ccccc1	7	13	-11	-2	1.1	-195	-2	-1.1
Cc1ccc(CN2CCN(Cc3cccc(OCCO)c3)CC2CCO)o1 (configuration not stated)	26	-3	0	-1	0.89	10	-2	0.4
O=C(NCCc1cccnc1)C1CCC(=O)N(Cc2ccc(Cl)cc2)C1 (configuration not stated)	-12	-12	14	0	1.1	13	0	-2.2
CCCCn1c(N)c(N(CCC(C)C)C(=O)CSc2nnc3ccccn23)c(=O)[nH]c1=O	-24	-23	-12	1	1.2	-4	2	-1.3
COc1ccccc1NS(=O)(=O)c1cc(C(=O)NCc2cccnc2)ccc1C	-18	-5	6	1	1	5	2	-0.2
O=C(O)c1ccccc1C(=O)Nc1ccc(S(=O)(=O)NC2CCCCC2)cc1	11	0	-6	-3	1.1	-10	2	-1.8
CC(Sc1ccc(S(=O)(=O)N(C)C)cn1)C(=O)NC1CCCC1 (configuration not stated)	-12	26	-26	0	0.83	13	1	-1.2
O=C(NC(=S)Nc1cc([N+](=O)[O-])ccc1O)C1CC1	-2	0	-6	-1	0.77	18	-18	-0.5
CC(=O)N(c1ccc2oc(=O)sc2c1)S(=O)(=O)c1cccc2cccnc12	26	13	-1	2	0.92	3	-1	0.6
COc1ccc(-c2noc(CN(C)C(=O)c3ccco3)n2)cc1	-2	-2	5	0	0.91	4	0	-1.3
Cc1ccc(-c2nn(-c3ccccc3)cc2CNCc2ccccc2)cc1	17	12	21	-1	0.98	15	-4	96*
Cc1cc(NC(=O)CN2CCN(c3ccccc3O)CC2)no1	3	3	2	2	1.1	17	-4	1.6
CCN(Cc1ccccc1)C(=O)c1ccc(N(C)S(=O)(=O)c2ccc(C)cc2)cc1	-1	13	10	-3	0.99	0	1	-1.3
O=C1CN(C(=O)COC(=O)COc2ccc3c(c2)CCC3)c2ccccc2N1	-2	7	1	0	0.93	12	0	0.3
O=C(O)CN1C(=O)/C(=C/c2ccc(N3CCCCC3)o2)SC1=S	-8	-24	-5	-10	1.1	3	-2	1.2
O=C(O)c1cc(-n2nnnc2SCc2ccccc2F)ccc1Cl	2	-33	-1	0	0.92	17	2	-1.7
Cc1csc(=O)n1CC(=O)OCC(=O)NCc1ccc(Cl)cc1Cl	-4	8	2	2	1.1	13	0	-0.7
CCOC(CNC(=O)Cn1nc(C)c2ccccc21)OCC	-8	0	-8	-1	1	8	0	0.3
CCC(CO)Oc1cc(NCc2ccc(F)cc2)c2ncn(C(C)C)c2c1 (configuration not stated)	8	23	-8	-24	0.82	16	-2	0.5
O=C(NCCCc1ccccc1)c1cc([N+](=O)[O-])ccc1Cl	-11	6	3	0	1.1	13	-1	0.9
